Source: PubChem BioAssay (Broad Institute)
S100A4 inh HTS – inhibitors of human S100A4 binding to myosin IIA peptide | P26447 | S100A4/TAMRA-MyoIIA peptide fluorescence polarization | inhibition, % at 10.7 µM | 360,000 compounds, 0.14% hits | AID 652163;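 active = mean inhibition of at least 70% across replicates, with every replicate also reaching that level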
Target sequence (P26447 whole entry, looked up): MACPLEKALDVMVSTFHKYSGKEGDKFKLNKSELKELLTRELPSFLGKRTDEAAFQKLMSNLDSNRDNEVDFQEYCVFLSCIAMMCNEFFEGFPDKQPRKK
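assay system = human S100A4 monomer with TAMRA-labelled myosin IIA peptide | also added = labelled myosin peptide probe, 5 nM | incubation = 5 min between mix addition and reading | control set = DMSO and TFP controls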
SIRT5 inh – inhibitors of human sirtuin-5 desuccinylase; Q9NXA8; Purified SirT5, succinyl-peptide AMC, trypsin-coupled fluorescence; inhibition, % at 15 µM; 330,000 compounds, 1.1% hits; in the data active = inhibition above about 15%
Target sequence (Q9NXA8 whole entry, looked up): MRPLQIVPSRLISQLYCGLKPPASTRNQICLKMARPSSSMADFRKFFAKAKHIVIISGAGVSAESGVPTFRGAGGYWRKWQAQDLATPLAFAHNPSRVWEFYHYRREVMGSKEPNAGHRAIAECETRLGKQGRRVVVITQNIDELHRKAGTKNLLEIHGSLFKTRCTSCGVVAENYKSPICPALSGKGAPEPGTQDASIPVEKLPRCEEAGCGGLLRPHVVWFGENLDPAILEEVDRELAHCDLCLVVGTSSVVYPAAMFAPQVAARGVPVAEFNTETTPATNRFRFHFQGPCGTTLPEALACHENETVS
CASP6 VEID inh – blocks human caspase-6 cleavage activity. purified caspase-6, Z-VEID-R110 cleavage fluorescence. inhibition, % at 12.5 µM. 350,000 compounds, 0.53% hits;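 active = mean inhibition across replicates at least about 35%, with every replicate also reaching that limit, limit read from the data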;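 note: 0% = median of neutral control wells and 100% = no fluorescence left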
Target sequence (P55212 24-179 limits assumed): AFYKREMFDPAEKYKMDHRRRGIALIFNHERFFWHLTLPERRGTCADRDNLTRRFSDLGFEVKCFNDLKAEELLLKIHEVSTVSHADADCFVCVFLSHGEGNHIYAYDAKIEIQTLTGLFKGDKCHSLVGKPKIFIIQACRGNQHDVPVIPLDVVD
Target sequence (P55212 194-293 limits assumed): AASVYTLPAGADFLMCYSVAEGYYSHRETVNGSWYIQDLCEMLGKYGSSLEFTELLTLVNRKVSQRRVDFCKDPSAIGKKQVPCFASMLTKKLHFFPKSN
LGR2 inh – Drosophila LGR2 receptor signaling inhibition. 380,000 compounds, 0.35% hits. HEK293 LGR2, CRE-luciferase, bursicon-stimulated, 4 h. AID 720647. inhibition, % at 9.99 µM;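 active = drop in luminescence signal, shown as inhibition above about 50% in the replicate tests, limit read from the data, passing the limit was not always enough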;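 note: agonist challenge used bursicon conditioned medium at about half maximal strength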
esBAF inh – SWI/SNF esBAF complex inhibition | mouse ES cells, Bmi1-luciferase knock-in reporter, 24 h; 100% = twice the neutral-well signal | 350,000 compounds, 2% hits | reporter increase, % at 12.5 µM; in the data active = activation above about 40%;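 note: 0% = median of the plate's neutral control wells and 100% = double that signal; a rise in the Bmi1 reporter signal indicates esBAF inhibition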
C2C12 statin – suppression of simvastatin myotoxicity. C2C12 myotubes + simvastatin, ATP luminescence, 48 h; scaled: DMSO 0, geranylgeraniol control 100. rescue of ATP level, % at 7.49 µM. 330,000 compounds, 0.78% hits;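 active = mean ATP rescue above about 67%, or every replicate alone reaching that limit, limit read from the data, passing the limit was not always enough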;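 note: myotubes were challenged with 10 µM simvastatin during compound exposure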
FN deposit inh – fibronectin deposition inhibition; inhibition, % at 12.6 µM; AH1F fibroblasts, Alexa488-fibronectin deposition fluorescence, overnight; AID 743247; 350,000 compounds, 0.086% hits;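 active = mean inhibition across replicates of 30% or more, regardless of how many single replicates reach that level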;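 note: positive control wells lacked labelled fibronectin entirely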
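Measured by – fluorescence 485/525 nm · System – AH1F fibroblast monolayer, labelled fibronectin deposition · Amount – 10000 cells per well · Buffer or medium – serum-reduced DMEM (2% serum) · Doses – single dose, pinned · Also added – fluorescent fibronectin at 24 nM final · Schedule – 1 h cell attachment, overnight exposure to compound and label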
* marks the source's active call; other numbers are inactive results; · = not tested or not shown. The list is partial; rates above refer to the full screens.

Compound,S100A4 inh HTS,SIRT5 inh,CASP6 VEID inh,LGR2 inh,esBAF inh,C2C12 statin,FN deposit inh
CN(C)CCCN(C(=O)COc1ccc(Cl)cc1)c1nc2cc3c(cc2s1)OCO3,-7,-6,-7,2,2,-8,5
CCOc1cccc(/C=N/NC(=O)c2cc(C3CC3)[nH]n2)c1O,-1,2,-7,-10,-47,22,13
COc1ccccc1C(=O)NCCc1nc2ccccc2n1C,·,·,·,·,-8,-9,-1
O=C(c1cccnc1)N1C[C@H]2[C@@H](c3ccccc31)[C@H](CO)N2CC1CCCC1,2,0,0,-5,-2,7,32*
COc1ccc(C(=O)N/N=C/c2ccc(OC)c(OS(=O)(=O)c3ccccc3)c2)cc1,-7,0,0,2,·,·,-20
Cc1ccc(S(=O)(=O)CCC(=O)OCC(=O)c2ccc(F)cc2)cc1,0,3,0,-3,-2,5,2
Cc1cc(C(=O)Nc2nncs2)oc1C,2,-6,0,-1,29,7,9
CN(C)c1ccc(/C=C/C(=O)c2ccc(O)cc2)cc1,-19,0,-2,-69,7,6,-3
CCn1c(SC)nnc1C1CCN(CC(=O)Nc2ccccc2N2CCOCC2)CC1,2,-7,-4,-1,-2,-10,-6
Cc1ccc(OCC(=O)Nc2nc(-c3ccccn3)cs2)c(C)c1,3,-2,1,-6,13,-5,9
O=C(NC1CCCCC1)C1CCN(S(=O)(=O)c2cccs2)CC1,·,·,·,7,-10,-10,·
O=S(=O)(Cc1ccccc1)Nc1ccccc1,2,0,0,-10,-14,6,-9
CCN(CC(=O)NCc1ccc(Cl)cc1)C(=O)/C=C/c1ccccc1,1,2,0,3,-2,1,-4
C[C@@H]1CCCCO[C@@H](CN(C)C(=O)Nc2ccc(F)cc2)[C@@H](C)CN([C@H](C)CO)C(=O)c2cc(NS(=O)(=O)c3cn(C)cn3)ccc2O1,0,-3,0,13,-5,·,0
COc1ccccc1NC(=O)Nc1ccccc1Br,-8,-8,-1,-5,·,·,-6
CCC/C(O)=C1\C(=O)CC(C)(C)CC1=Nc1cccc([N+](=O)[O-])c1,0,-1,0,2,6,2,3
CCOc1ccccc1OCCC(=O)OCC(=O)Nc1c(C)nn(-c2ccccc2)c1C,5,1,6,4,6,9,11
CO[C@H]1CN(C)C(=O)c2cc(NS(=O)(=O)c3cn(C)cn3)ccc2OC[C@H](C)N(CC2CC2)C[C@H]1C,-11,-2,-1,3,-7,-6,1
COc1ccc(CCNc2c([N+](=O)[O-])c(=O)oc3ccccc23)cc1OC,·,·,·,·,6,1,5
CC(=O)N1CCc2cc(S(=O)(=O)NC(C(=O)NC(C)c3ccccc3)C(C)C)ccc21 (stereo not given),12,1,0,0,1,1,8
COc1ccc(NC(=O)CN(C)S(=O)(=O)c2cccc3nsnc23)cc1,7,-3,1,·,-3,6,0
O=C(COC(=O)Cc1ccc(Cl)cc1)NCc1cccs1,9,-3,1,3,-1,17,2
CC(=O)c1ccc(NC(=O)CN2C(=O)NC(C)(c3ccc4c(c3)OCCO4)C2=O)cc1 (stereo not given),8,2,-3,-5,-7,-13,5
COc1ccc(S(=O)(=O)NCC2CCCN(Cc3ccc(C)o3)C2)cc1 (stereo not given),-3,-3,0,32,·,·,-1
O=C(CCSc1nnc2ccccn12)Nc1ccc2c(c1)OCO2,-12,2,0,-16,5,2,·
COc1ccc(NC(=O)c2ccc3ncsc3c2)c2ccccc12,-1,-3,-7,-9,-1,0,-5
COC(=O)CSc1nnc(-c2ccc(S(=O)(=O)N3CCCC3)cc2)o1,-2,-1,0,-7,0,2,-3
CCCC(=O)N1CC2(C1)CN(C(=O)C1CCOCC1)[C@H](CO)c1[nH]c3cc(OC)ccc3c12,8,3,4,-18,·,·,·
Cc1nn(-c2ccccc2)c(Cl)c1C1C(C#N)=C(N)OC2=C1C(=O)CCC2 (stereo not given),·,·,·,·,2,23,5
C[C@@H]1CN([C@H](C)CO)C(=O)c2cc(C#CC3CC3)cnc2O[C@H]1CN(C)S(=O)(=O)c1cccc(F)c1,-3,9,0,12,0,11,·
O=C(COC(=O)c1ccc(Br)o1)NCCc1ccccc1,-2,-2,1,-20,·,·,·
CN(C)C(=O)c1ccc(NC(=O)COC(=O)C2CCN(S(=O)(=O)c3ccc4c(c3)OCCO4)CC2)cc1,-32,-5,-3,-4,-1,9,-4
CN(C)C(=O)c1ccc(-c2ccc([C@@H]3[C@H]4CN(S(C)(=O)=O)CCCCN4[C@H]3CO)cc2)cc1,-9,1,0,-4,·,·,·
COc1ccc(CN(C)C[C@H]2OCCCC[C@H](C)Oc3ccc(NC(=O)NC(C)C)cc3C(=O)N([C@H](C)CO)C[C@H]2C)cc1,-11,1,1,6,-6,35,·
Cc1ccc2nc(SCC(=O)N3CCC(C)CC3)nc(=O)n2c1,-3,0,0,-4,-7,8,0
COc1ccc(CN(C)C[C@@H]2OCCCC[C@H](C)Oc3ccc(NS(=O)(=O)c4ccc(OC)cc4)cc3C(=O)N([C@H](C)CO)C[C@@H]2C)cc1,·,·,·,-11,3,·,5
CC(=O)c1c(C)[nH]c(C(=O)OCC(=O)Nc2cccc(S(=O)(=O)N3CCCC3)c2)c1C,·,·,·,7,-10,-13,-7
C/C(O)=C(\C#N)P(=O)(c1ccccc1)c1ccccc1,6,-3,-4,-1,·,·,0
CCCN1[C@@H]2Cn3c(cccc3=O)[C@H]1[C@@H](C(=O)NC1Cc3ccccc3C1)[C@@H]2CO,3,2,-2,7,-1,19,·
NC(=O)NCC12CC3CC(CC(C3)C1)C2,·,·,·,-8,8,-3,·
CCc1ccc(NC(=O)N2CCc3ccccc3C2)cc1,2,2,0,-80,60*,-3,·
CCNC(=O)Nc1ccc2c(c1)C(=O)N(C)[C@H]1CC[C@@H](CC(=O)Nc3ccccc3)O[C@@H]1CO2,-10,-4,4,-20,-5,4,-67
CN(CCc1cn[nH]c1)C(=O)CC1C(=O)NCCN1Cc1cccc(Oc2ccccc2)c1 (stereo not given),-6,-1,-1,13,-5,-1,·
Cc1cccc(-n2cccc2)c1C#N,·,·,·,19,-6,8,-1
COCC(=O)N(C)C[C@H]1Oc2cc(-c3cccc(F)c3)ccc2S(=O)(=O)N([C@H](C)CO)C[C@H]1C,-2,2,-2,16,-2,-19,-7
Cc1nn(C(C)(C)C)c(N)c1-c1ccccc1,·,·,·,10,3,7,16
CO[C@@H]1CN(C)C(=O)c2ccc(NC(=O)Nc3c(C)noc3C)cc2OC[C@H](C)N(C)C[C@H]1C,-1,-6,2,-11,-2,-1,·
CC1=NN(c2cccc(Cl)c2)C(=O)C12CC(C)=C(C)CS2 (stereo not given),·,·,·,·,5,-1,-32
Cc1ccc2nc(/C(C#N)=C/c3ccc(-c4ccccc4C(=O)O)o3)[nH]c2c1,-12,8,28,12,-8,2,1
Cc1noc(C)c1S(=O)(=O)N(C)C[C@H]1OCCCC[C@@H](C)Oc2ccc(NC(=O)Cc3ccccc3)cc2C(=O)N([C@@H](C)CO)C[C@H]1C,-8,-1,2,11,-4,·,·
O=C(Nc1ccccc1Cl)c1cc[n+](Cc2ccc([N+](=O)[O-])cc2)cc1,-2,-2,2,-15,·,·,1
O=C(COc1ccc(Cl)cc1Cl)Nc1cccnc1,-2,-1,-1,-39,·,·,-2
CCOc1ccccc1C(=O)NCC(=O)OCCOc1cccc(Cl)c1,1,-6,1,1,-6,11,-5
CC(C)(O)C#Cc1ccc([C@@H]2[C@H]3CN(Cc4ccccc4F)CCCCN3[C@H]2CO)cc1,·,·,·,2,3,-32,·
CCOc1ccc(CN2C(=O)CC(=O)N(S(=O)(=O)c3ccc(OCC)cc3)C2=O)cc1,-45,-1,-2,-19,-10,-2,-11
Cc1cc2c(cc1C)NC(C)CC(=O)N2 (stereo not given),18,1,1,10,-2,-2,21
CCOC(=O)c1c(S(=O)(=O)Nc2ccc(C)cn2)c(C)n(C)c1C,-4,-6,-2,-2,-6,2,-4
CN(C)c1ccc2c(c1)[C@H]1C[C@@H](CC(=O)NCC3CC3)O[C@@H](CO)[C@H]1O2,5,1,-3,24,-8,2,·
CCOC(=O)C1=C(C)NC(=S)N(C(C)=O)C1c1ccc(Cl)cc1 (stereo not given),·,·,·,9,0,46,-3
CC1=C(C(N)=O)C(c2ccc(Cl)cc2)n2nc(CCCO)nc2N1 (stereo not given),0,10,-3,14,3,8,7

Next section:
Compound,S100A4 inh HTS,SIRT5 inh,CASP6 VEID inh,LGR2 inh,esBAF inh,C2C12 statin,FN deposit inh
COc1ccc(-n2nc(C(=O)NCC(=O)N3CCN(c4ccccc4F)CC3)c3ccccc3c2=O)cc1,-3,-4,-3,-26,40,-14,2
COCc1cn(CC[C@H]2CC[C@@H](NC(=O)Nc3c(C)noc3C)[C@@H](CO)O2)nn1,-5,1,-2,-1,-2,-2,-6
COc1cc2ccc(C=O)cc2cc1OC,1,·,1,-8,4,7,-1
C=CCOC(=O)COc1ccc2c(C)c(C)c(=O)oc2c1,·,·,·,·,-5,10,5
O=C(Nc1cccc(F)c1)/C(=C/c1ccco1)NC(=O)c1ccco1,-6,2,12,1,·,·,7
Nc1cc(C(=O)OCC(=O)Nc2cccc(S(=O)(=O)N3CCOCC3)c2)ccc1Cl,-1,-3,-2,-3,-5,5,8
C[C@H]1CN([C@@H](C)CO)C(=O)Cc2cc(NC(=O)Nc3cccc4ccccc34)ccc2O[C@@H]1CN(C)Cc1ccc(C(=O)Nc2ccccc2N)cc1,-11,4,1,-6,·,·,·
COCC(=O)Nc1ccc2c(c1)[C@H]1C[C@@H](CC(=O)NCc3ccc4c(c3)OCO4)O[C@@H](CO)[C@H]1O2,-3,-1,-1,-18,-1,2,0
Cc1noc(C)c1S(=O)(=O)Nc1ccc2c(c1)C(=O)N([C@H](C)CO)C[C@@H](C)[C@@H](CN(C)Cc1ccncc1)O2,0,-1,-2,3,0,·,·

Four successive entries from above, quoted:
Compound,S100A4 inh HTS,SIRT5 inh,CASP6 VEID inh,LGR2 inh,esBAF inh,C2C12 statin,FN deposit inh
Nc1cc(C(=O)OCC(=O)Nc2cccc(S(=O)(=O)N3CCOCC3)c2)ccc1Cl,-1,-3,-2,-3,-5,5,8
C[C@H]1CN([C@@H](C)CO)C(=O)Cc2cc(NC(=O)Nc3cccc4ccccc34)ccc2O[C@@H]1CN(C)Cc1ccc(C(=O)Nc2ccccc2N)cc1,-11,4,1,-6,·,·,·
COCC(=O)Nc1ccc2c(c1)[C@H]1C[C@@H](CC(=O)NCc3ccc4c(c3)OCO4)O[C@@H](CO)[C@H]1O2,-3,-1,-1,-18,-1,2,0
Cc1noc(C)c1S(=O)(=O)Nc1ccc2c(c1)C(=O)N([C@H](C)CO)C[C@@H](C)[C@@H](CN(C)Cc1ccncc1)O2,0,-1,-2,3,0,·,·
